Source: PubChem BioAssay
GPR151 ag – human GPR151 activation; PathHunter beta-arrestin GPR151 cells, luminescence; activation, % at 11.2 µM; 650,000 tested, 1% active; Q8TDV0; in the data active = activation above about 4.9%;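 also: 0% = median of compound wells and 100% = cells with positive control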
Target sequence (Q8TDV0 whole entry, looked up): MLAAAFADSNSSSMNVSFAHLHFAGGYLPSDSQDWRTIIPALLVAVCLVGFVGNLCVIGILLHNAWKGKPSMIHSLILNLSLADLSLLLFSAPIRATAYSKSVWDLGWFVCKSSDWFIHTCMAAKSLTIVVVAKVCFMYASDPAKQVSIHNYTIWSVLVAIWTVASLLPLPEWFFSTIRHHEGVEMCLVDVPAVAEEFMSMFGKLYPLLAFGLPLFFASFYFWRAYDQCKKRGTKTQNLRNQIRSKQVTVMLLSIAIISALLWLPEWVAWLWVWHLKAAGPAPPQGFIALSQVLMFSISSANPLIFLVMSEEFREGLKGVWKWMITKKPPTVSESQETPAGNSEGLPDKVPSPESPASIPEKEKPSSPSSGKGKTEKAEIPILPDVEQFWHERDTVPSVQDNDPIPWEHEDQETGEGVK
MITF primary – blocks human microphthalmia-associated transcription factor; AlphaScreen MITF homodimerization, bead proximity signal; inhibition, % at 2.6 µM; 650,000 tested, 0.91% active; AID 1259374; in the data active = inhibition above about 50%;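 also: 0% = vehicle wells with protein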
FBW7 activator – activators of human E3 ligase FBW7. Q969H0. AlphaScreen FBW7–phospho-cyclin E peptide binding, activator screen. normalized activity (activation), % at 26.1 µM. 650,000 tested, 0.13% active. AID 1259310; in the data active = normalized activity above about 1.9%;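 also: purified mutant Fbw7 with reduced substrate affinity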
Target sequence (Q969H0 whole entry, looked up): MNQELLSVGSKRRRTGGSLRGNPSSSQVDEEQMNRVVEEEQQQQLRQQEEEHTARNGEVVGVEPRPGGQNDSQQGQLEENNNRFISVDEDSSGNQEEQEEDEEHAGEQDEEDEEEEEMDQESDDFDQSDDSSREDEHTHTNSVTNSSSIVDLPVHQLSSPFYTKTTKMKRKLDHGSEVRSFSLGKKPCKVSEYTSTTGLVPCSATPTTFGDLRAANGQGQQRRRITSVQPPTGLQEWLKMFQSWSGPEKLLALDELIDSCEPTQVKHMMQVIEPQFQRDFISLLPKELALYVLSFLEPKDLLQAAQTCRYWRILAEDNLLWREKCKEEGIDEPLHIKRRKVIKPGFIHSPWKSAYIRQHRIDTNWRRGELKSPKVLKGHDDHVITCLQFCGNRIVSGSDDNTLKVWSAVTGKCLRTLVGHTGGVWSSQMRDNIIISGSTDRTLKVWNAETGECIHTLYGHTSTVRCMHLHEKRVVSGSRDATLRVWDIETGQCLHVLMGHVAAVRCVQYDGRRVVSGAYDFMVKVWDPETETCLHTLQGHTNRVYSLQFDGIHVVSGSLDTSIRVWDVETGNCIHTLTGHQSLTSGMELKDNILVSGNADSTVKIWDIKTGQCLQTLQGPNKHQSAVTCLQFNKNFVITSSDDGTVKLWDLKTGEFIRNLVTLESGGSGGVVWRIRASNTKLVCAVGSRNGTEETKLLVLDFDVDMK
TEAD-YAP inh – TEAD-YAP interaction inhibition | 640,000 tested, 1.4% active | inhibition, % at 9.12 µM | HEK-TIYL cells, TEAD-Gal4/YAP UAS-luciferase luminescence; in the data active = inhibition above about 32%;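 also: 0% = median of test compound wells and 100% = reference inhibitor wells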
Active calls of the source: *; & = joins results of further samples.

SMILES	GPR151 ag	MITF primary	FBW7 activator	TEAD-YAP inh
O=C(c1cnn2cccnc12)N1CCc2c([nH]c3ccccc23)C1c1ccccc1F (stereo not drawn)	0.5	6	0.0	3
C=CCOc1ccc(/C(O)=C2/C(=O)C(=O)N(CCCN(C)C)C2c2ccc(Br)cc2)c(C)c1 (stereo not drawn)	-1.4	-6	0.0	4
CN(C)c1ccc(CNc2c(-c3ccccc3)c(=O)c2=O)cc1	1.2	-6	-0.1	-17
O=C(Nc1nnc(-c2ccco2)s1)c1ccccc1Cl	-1.6	4	-0.1	-50
CCN(CC)c1ccc(/C=N/NC(=O)c2c(C)nnn2-c2nonc2N)cc1	-0.2	0	-0.1	3
COc1ccc(-c2cc(C(F)(F)F)n3ncc(C(=O)NCc4cccnc4)c3n2)cc1	-0.2	-9	-0.1	-2
Cc1cc(Cl)ccc1NC(=O)CN1C(=O)C(=O)N(C2CCCC2)C1=O	0.7	-5	-0.1	11
COc1ccc(OCCn2cc(/C(N)=N/O)c3ccccc32)cc1	-1.6	6	-0.1	0
CN1CC(=O)N(c2ccc(Cl)cc2)C1=S	-0.7	-6	-0.1	17
Cc1cc(C)c(C#N)c(SCc2ccccc2[N+](=O)[O-])n1	2.0	4	0.0	-5
COC(=O)c1cc(N2C(=O)C3C4C=CC(C5CC45)C3C2=O)ccc1Cl (stereo not drawn)	-0.1	-21	0.2	-8
CCN(CC(=O)Nc1cccc(OC)c1)CC(=O)Nc1ccc(C)cc1Cl	2.0	62*	-0.1	8
CCOC(=O)c1ncn(C)c1N	0.7	-2	-0.2	-4
Cc1ccc(C)c(-n2nnnc2SCC(N)=O)c1	1.7	14	0.0	12
Nc1ncn(C(=O)c2ccccc2)n1	-1.2	17	0.0	1
CCOC(=O)C1C(=O)NC(SCc2ccccc2)=C(C#N)C1c1ccccc1[N+](=O)[O-] (stereo not drawn)	-0.5	-8	-0.1	11
O=C(NCCN1CCOCC1)c1sc2cc(Cl)ccc2c1Cl	1.5	-3	0.0	-22
C/C(=N/NC(=O)CCC(=O)Nc1ccc(Br)cc1)c1ccc(C)cc1	0.9	17	0.0	-3
COc1cc(Nc2ncnc3c2nc(N2CCc4ccccc4C2)n3C(C)C)cc(OC)c1OC	0.4	15	-0.1	-6
OC[C@@H]1CCCN1c1ccnc2c(-c3ccncc3)cnn12	-0.5	-1	-0.4	-33
CC(=O)Nc1ccc(-c2cc(C(=O)O)c3ccccc3n2)cc1	-0.3	7	-0.1	16
Nc1ncc(-c2cccc(O)c2)nc1-c1ccc(C=O)cc1	-1.7	2	-0.2	-11
O=C(OCC(=O)c1ccc[nH]1)c1ccc(C(F)(F)F)cc1	-0.5	-2	-0.1	-8
CCCn1c(NC(=O)C2CCCC2)nc2ccccc21	2.0	-8	-0.2	8
CC(C)(C)NC(=O)NC(=O)COC(=O)CN1C(=O)c2ccccc2C1=O	2.6	8	0.2	-2
O=C(NCCc1ccccc1)C1CC(=O)N(CCc2ccccc2)C(=Nc2ccc(Cl)cc2)S1 (stereo not drawn)	-0.9	0	0.1	3
COc1ccccc1Cc1nc(-c2cccc([N+](=O)[O-])c2)no1	-0.4	15	0.1	-12
Cc1cc(NC(=O)NC(=O)c2ccc(C(F)(F)F)cc2)no1	0.8	-9	0.1	-5
Cc1cc(N/C=C(\Br)C(=O)C(F)(F)F)no1	1.1	1	0.1	8
Cc1[nH]c2ccc(-c3nc(=S)[nH][nH]3)cc2c1C	-0.3	3	-0.1	-4
O=C(NC1CCCCCC1)c1n[nH]c(=O)c2ccccc12	-1.2	12	0.3	-4
O=C(O)c1cc(-n2cccc2)ccc1Cl	1.2	79*	-0.8	1
COc1ccc(-n2ncc3c(N4CCN(c5cccc(Cl)c5)CC4)ncnc32)cc1	-0.1	-5	-0.1	0
Cc1ccccc1C(=O)NC(=S)N1CCCC1	-0.4	26	-0.1	-6
N/C(=N\OC(=O)CCCN1C(=O)c2ccccc2C1=O)c1cccc([N+](=O)[O-])c1	-0.9	15	-0.1	2
COc1ccc(/C=C2\SC(=O)N(Cc3cccc(C(=O)O)c3)C2=O)cc1	-0.3	-14	-0.1	-4

A few values from the entries so far:
`Cc1cc(NC(=O)NC(=O)c2ccc(C(F)(F)F)cc2)no1` in GPR151 ag → 0.8
`CC(C)(C)NC(=O)NC(=O)COC(=O)CN1C(=O)c2ccccc2C1=O` in GPR151 ag → 2.6
`N/C(=N\OC(=O)CCCN1C(=O)c2ccccc2C1=O)c1cccc([N+](=O)[O-])c1` in FBW7 activator → -0.1

(listing goes on)
SMILES	GPR151 ag	MITF primary	FBW7 activator	TEAD-YAP inh
O=C(COc1ccc(C(=O)Nc2ccc(F)cc2)cc1)NCc1ccccc1	1.4	-3	0.2	-4
Cc1cc2cc3c(N)[nH]nc3nc2cc1C	-0.9	7	1.2	14
Cc1ccc(-c2csc(NC(=O)CC(C)(C)CC(=O)Nc3scc(-c4ccc(C)cc4)c3C(=O)O)c2C(=O)O)cc1	0.2	-2	-0.4	-6
O=C(NCC1CCC2(CCN(Cc3cccnc3)CC2)O1)c1ccc(N2CCCC2=O)cc1 (stereo not drawn)	0.1	14	0.7	4
CSCC[C@H](NC(=O)[C@@H](N)Cc1c[nH]c2ccccc12)C(=O)N[C@@H](CC(=O)O)C(=O)N[C@@H](Cc1ccccc1)C(N)=O	-2.6	11	0.2	0
CCC(C)NC(=O)CC(NS(=O)(=O)c1ccc(F)cc1)C(C)C (stereo not drawn)	-2.2	15	0.0	-5
CCC(c1nnnn1Cc1ccco1)N1CCN(c2cccc(Cl)c2)CC1 (stereo not drawn)	1.8	5	-0.1	-7
CC1(C2CCC3C4CCC5CC6(C/C(=N\O)C5(C)C4C(O)CC32C)OCCO6)OCCO1 (stereo not drawn)	-0.6	-6	-0.1	8
Cc1ccc(S(=O)(=O)N2CCCCC2CCNC(=O)c2cccn(C)c2=O)cc1 (stereo not drawn)	0.2	9	-0.1	0
CCCOC(=O)C1=C(C)NC2=C(C(=O)CC(c3ccccc3)C2)C1c1ccccc1Cl (stereo not drawn)	-1.4	4	0.2	11
CCCNC(=O)C1CCN(C(=O)c2cc3sccc3n2C)CC1	-0.9	-7	-0.3	-1
Nc1nnc(-c2ccc3c(c2)OCO3)s1	-0.8	9	0.0	-14
CN(CCc1cnn(C)c1)c1nc2nonc2nc1N1CCCCCC1	-1.1	18	0.3	2
CC(C)(C)C(=O)CSc1nc2c(c(-c3cccs3)c1C#N)CCCC2	-0.8	9	0.0	-2
CCC(Cc1ccccc1)NC(=O)CN1C(=O)CC(C)(C)S(=O)(=O)c2ccccc21 (stereo not drawn)	0.4	6	-0.2	-5
COc1cc(OC)c(OC)cc1CN1CCc2c([nH]c3ccccc23)C1	0.8	26	-0.1	-1
CC(C)Oc1cccc(C(=O)NC(=S)NCc2cccnc2)c1	-2.0	-10	-0.3	2
O=C(COC(=O)c1ccc2c(c1)C(=O)N(Cc1ccco1)C2=O)NCC1CCCCC1	0.2	-2	0.1	-6
O=C(Nc1cccnc1Cl)c1cccnc1Cl	0.6	-2	0.0	5
Cc1ccc(O)c2nc(/C=C/c3ccccc3[N+](=O)[O-])ccc12	0.5	7	0.8	-23
O=C(CSc1cn(Cc2cccc(F)c2)c2ccccc12)Nc1ccc2c(c1)OCO2	1.5	3	0.0	11
CCOC(=O)CC(NC(=O)Cc1ccccc1)c1ccccc1Cl (stereo not drawn)	-0.7	-1	0.0	-1
O=C(c1cc(=O)c2ccccc2o1)N1CCCC(CO)(Cc2cccc(Cl)c2)C1 (stereo not drawn)	0.2	1	0.1	-43
O=C(CCS(=O)(=O)c1ccc(Cl)cc1)Nc1ccccc1Br	-0.7	-1	-0.2	-6
COc1ccc(C2(C(=O)N3CCCC3c3nc(-c4cccnc4)n[nH]3)CCCC2)cc1 (stereo not drawn)	0.4	-3	0.2	5
COc1ccc(/C=N/NC(=O)CSc2nnnn2-c2ccccc2)cc1O	-0.2	-4	0.0	3
COc1ccc(C2=N/C(=C\c3cccc(Cl)c3)C(=O)O2)cc1[N+](=O)[O-]	-1.5&-0.2	15&14	0.5&-0.1	4&-1
CC(C)OCC(O)Cn1cnc2c1c(=O)[nH]c(=O)n2C (stereo not drawn)	1.4	-8	0.0	8
CCOc1ccc(C2NC(=O)NC(C)=C2C(=O)OC2CCCCC2)cc1 (stereo not drawn)	-1.7	19	0.4	-3
CCC(C)C(=O)Nc1ccc(S(=O)(=O)Nc2nccs2)cc1 (stereo not drawn)	0.4	9	0.8	-1
CC(C)Cc1nnc(NC(=O)c2ccco2)s1	0.0	3	-0.1	-29
O=C(c1cccc([N+](=O)[O-])c1)c1ccc2c(c1)C(=O)N(Cc1ccco1)C2=O	-1.5	10	-0.4	-2
Cc1ccc(-c2nnc(-c3ccncc3)o2)cc1	-1.2	1	0.1	-60
O=C(CSc1nnc2nc[nH]n12)Nc1cnccn1	-0.9	15	0.2	7
COc1ccc(CNC(=O)/C=C/c2ccccc2[N+](=O)[O-])cc1	-1.4	21	0.9	-4
COc1c[nH]c(C(=O)Nc2cccc(F)c2)cc1=O	-10	8	0.1	-61

A second format for some results above:
SMILES,GPR151 ag,MITF primary,FBW7 activator,TEAD-YAP inh
C=CCOc1ccc(/C(O)=C2/C(=O)C(=O)N(CCCN(C)C)C2c2ccc(Br)cc2)c(C)c1 (stereo not drawn),-1.4,-6,0.0,4
CCC(C)C(=O)Nc1ccc(S(=O)(=O)Nc2nccs2)cc1 (stereo not drawn),0.4,9,0.8,-1

(listing goes on)
SMILES	GPR151 ag	MITF primary	FBW7 activator	TEAD-YAP inh
CCOc1ccc(CNC(=O)Cc2cn(C)c3ccccc23)cc1	-0.1	18	0.5	5
O=C(CCC(=O)N1CCSc2ccccc21)NC1CCCCCC1	-0.4	6	0.1	-13
CC1CCN(S(=O)(=O)c2ccc(F)c(C(=O)Nc3c(F)cc(F)cc3Br)c2)CC1	1.2	7	0.1	0
COc1ccc2cc3c(N)nn(C(=O)Cn4c(=O)oc5ccccc54)c3nc2c1	-0.7	16	0.4	-12
Cc1cc(C)c2c(n1)nn1c(N3CCC(O)CC3)cc(C)nc21	1.2	-3	-0.2	-1
COc1cccc(OCC(=O)Nc2ccc(NC(C)=O)cc2)c1	-0.8	7	0.8	0
Cc1ccc(N2C(=O)c3ccc4c5c(ccc(c35)C2=O)CC4)cc1C	4.0	2	-0.1	0
Cc1ccc(S(=O)(=O)N2CCCCC2CCNC(=O)C(=O)Nc2ccccc2)cc1 (stereo not drawn)	0.6	22	0.8	3
CC(C)(C)C(=O)NCC1Cc2cc(F)cc(-c3cncnc3)c2O1 (stereo not drawn)	1.8	15	0.0	-20
COc1ccc(/C=N/N2CCOCC2)cc1COc1ccc(Cl)cc1	-0.9	4	-0.1	0
CCOC(=O)C1=CC2(SC=C(C(=O)OCC)S2)C2=C(S1)C(C)(C)N(C(=O)Cc1ccccc1)c1ccc(OC)cc12 (stereo not drawn)	1.6	13	-0.1	-1
CCOc1ccc(N2C(=O)/C(=C\c3cccnc3)SC2=S)cc1	-1.7	10	0.3	1

One compound at a time (already shown). Screens in order: GPR151 ag	MITF primary	FBW7 activator	TEAD-YAP inh
Cc1ccc(N2C(=O)c3ccc4c5c(ccc(c35)C2=O)CC4)cc1C reads 4.0	2	-0.1	0
CCOC(=O)C1=CC2(SC=C(C(=O)OCC)S2)C2=C(S1)C(C)(C)N(C(=O)Cc1ccccc1)c1ccc(OC)cc12 (stereo not drawn) reads 1.6	13	-0.1	-1
COc1ccc(/C=N/N2CCOCC2)cc1COc1ccc(Cl)cc1 reads -0.9	4	-0.1	0
COc1ccc2cc3c(N)nn(C(=O)Cn4c(=O)oc5ccccc54)c3nc2c1 reads -0.7	16	0.4	-12
Cc1cc(C)c2c(n1)nn1c(N3CCC(O)CC3)cc(C)nc21 reads 1.2	-3	-0.2	-1

Next part
SMILES	GPR151 ag	MITF primary	FBW7 activator	TEAD-YAP inh
COc1cccc(N2CC(C(=O)N3CCC(c4nc5ccccc5[nH]4)CC3)CC2=O)c1 (stereo not drawn)	2.3	10	0.0	5
COc1cc(/C=N/NC(=O)COc2c(C)ccc(C)c2C)cc([N+](=O)[O-])c1O	0.9	9	0.0	16
O=C(CNCCCN1CCOCC1)Nc1ccc2c(c1)OCO2	-0.9	71*	-0.1	2
Cc1cccc(NC(=O)CSc2nnc(NC(=O)COc3ccccc3)s2)c1	-1.2	5	-0.1	2
O=C(Nc1ccc(NC(=O)c2cccs2)cc1)c1ccc([N+](=O)[O-])o1	0.4	6	0.0	20
O=S(=O)(NCC1(c2cccs2)CC1)c1ccc(Cl)cc1	-1.7	4	0.3	4
CCOC(=O)c1c(NC(=O)c2ccc(S(=O)(=O)N3CCCC3)cc2)sc2c1CCN(C(C)=O)C2	-0.2	-5	0.1	14
CCOc1ccc(C(=O)/C=C/Nc2ccc(S(=O)(=O)Nc3cc(C)nc(C)n3)cc2)cc1	0.6	0	0.1	1
CCN(CC)S(=O)(=O)c1ccc2[nH]c(=O)c(=O)[nH]c2c1	-0.2	10	0.3	4
Cc1cc(C)cc(OCC(=O)N2N=C3CCCCC3C2(O)C(F)(F)F)c1 (stereo not drawn)	0.0	-8	-0.1	4
COCCNC(=S)NNC(=O)C1(C)CC1(Cl)Cl (stereo not drawn)	-0.9	24	0.1	9
Cc1ccc(S(=O)(=O)N(C)C)cc1NC(=O)COC(=O)c1n[nH]c(=O)c2ccccc12	0.4	-1	-0.1	3
Cn1cc(-c2ccccc2NC(=O)Cc2ccccc2Cl)cn1	0.2	2	0.0	4
CC(C)(C)C1=CC(=O)C(N2CCOCC2)=CC1=O	-0.4	-3	-0.2	2
Cc1ccccc1Cn1c(C)c(CNCCc2ccc(Cl)cc2)c(C(=O)O)c1C	-0.6	0	-0.1	2
